TMEM16A act: TMEM16A chloride channel activators or potentiators, primary screen, cell-based, HTS; B-score at 10 µM; HEK293 TMEM16A/YFP-H148Q/I152L, iodide quench fluorescence; stronger effect = lower value; AID 623877, 2012; hit rate 0.3% among 340,000; Anoctamin-1 (Mus musculus), Q8BHY3;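 active means fluorescence-ratio B-score plate-corrected deviation score at least 3 library SD below zero, with starting fluorescence score within 5 deviations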;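 further: channel opened by trigger with iodide after compound preincubation; score built on the fluorescence ratio of max minus min over baseline; more negative score means more quench and so TMEM16A activation or potentiation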
Target sequence (Q8BHY3 whole entry, looked up): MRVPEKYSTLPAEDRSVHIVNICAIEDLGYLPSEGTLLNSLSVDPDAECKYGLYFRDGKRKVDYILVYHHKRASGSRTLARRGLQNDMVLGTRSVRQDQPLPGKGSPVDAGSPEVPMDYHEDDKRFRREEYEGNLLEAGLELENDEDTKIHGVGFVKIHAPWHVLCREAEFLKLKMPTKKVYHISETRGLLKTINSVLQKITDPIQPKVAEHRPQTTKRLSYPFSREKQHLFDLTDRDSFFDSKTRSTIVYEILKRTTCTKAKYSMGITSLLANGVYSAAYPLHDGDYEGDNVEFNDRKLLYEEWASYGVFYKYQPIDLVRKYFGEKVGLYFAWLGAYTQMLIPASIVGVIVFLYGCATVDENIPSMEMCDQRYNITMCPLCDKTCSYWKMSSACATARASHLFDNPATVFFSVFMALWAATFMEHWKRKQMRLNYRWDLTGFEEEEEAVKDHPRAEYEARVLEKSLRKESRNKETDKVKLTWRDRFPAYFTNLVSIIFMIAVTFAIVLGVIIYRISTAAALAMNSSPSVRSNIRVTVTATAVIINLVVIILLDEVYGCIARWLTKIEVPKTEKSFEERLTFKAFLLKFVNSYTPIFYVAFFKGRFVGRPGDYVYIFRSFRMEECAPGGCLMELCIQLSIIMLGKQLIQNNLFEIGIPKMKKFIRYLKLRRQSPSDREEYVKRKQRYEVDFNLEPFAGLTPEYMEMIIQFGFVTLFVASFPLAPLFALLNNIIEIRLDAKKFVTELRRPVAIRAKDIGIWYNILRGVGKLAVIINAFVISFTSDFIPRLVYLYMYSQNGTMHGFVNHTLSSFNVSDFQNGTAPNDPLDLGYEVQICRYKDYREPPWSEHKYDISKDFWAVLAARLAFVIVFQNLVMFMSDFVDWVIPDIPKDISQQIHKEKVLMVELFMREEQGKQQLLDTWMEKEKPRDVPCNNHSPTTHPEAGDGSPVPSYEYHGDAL
Active calls of the source: *; i = inactive. This is a subset; the hit share may differ from the screen's.

SMILES	TMEM16A act
O=C(c1cccc(S(=O)(=O)N2CCN(c3ccc(F)cc3)CC2)c1)N1CCN(c2ccccc2O)CC1	i
CCOC(=O)Cc1c[nH]c2ccc([N+](=O)[O-])cc12	i
CCOc1cc(N2CCOCC2)c(OCC)cc1NC(=O)COC(=O)c1ccccc1OC(F)F	i
CN(Cc1ccc(Br)s1)C(=O)CNC(=O)c1ccc2c(c1)OCO2	i
COc1ccc(S(N)(=O)=O)cc1C(=O)OCC(=O)N1CC(=O)Nc2ccccc21	i
COC(=O)[C@@H](CC(C)C)NS(=O)(=O)N(Cc1ccccc1)[C@@H](CC(C)C)C(=O)OC	i
O=Cc1ccc(-c2cccs2)s1	i
O=C1C=CC2C3C(=O)N(c4ccccc4)C(=O)C3C1N2Cc1ccccc1 (centres undefined)	i
COc1ccc(CCN2CC(C(=O)N(C)Cc3cccnc3)CC2=O)cc1OC (centres undefined)	i
COc1ccc(NC(=O)COC(=O)CCC2CCCC2)c(OC)c1	i
CC(=O)c1cccc(S(=O)(=O)N2CCN(CCOc3ccccc3)CC2)c1	i
CCOc1ccc(NC(=O)CN(C)C(=O)c2ccc(OCC(=O)N3CCOCC3)c(OC)c2)cc1OCC	i
COc1ccc(NC(=O)Nc2cccc3c2O[C@H](CN(C)S(=O)(=O)c2cn(C)cn2)[C@@H](C)CN([C@H](C)CO)C3=O)cc1	i
Cc1ccc(C(=O)CN2C(=O)NC3(CCOc4ccccc43)C2=O)s1 (centres undefined)	i
CC(C)n1cc(/C=N\NC(=O)c2cc3c(ccc4ccccc43)o2)c2ccccc21	i
CCCCNC(=O)CSc1nnc(-c2cccc(S(=O)(=O)N3CCOCC3)c2)o1	i
Cc1cccc(C(=O)OCC(=O)Nc2c(C)n(C)n(-c3ccccc3)c2=O)c1O	i
CSc1nc2ccc(NS(=O)(=O)c3ccc(CNC(C)=O)cc3)cc2s1	i
CC1(C)COC(c2ccccc2Cl)OC1	i
N#Cc1ccc(OCC(=O)NCCCn2ccnc2)cc1	i
CN1CCN(S(=O)(=O)c2ccc(Cl)c(C(F)(F)F)c2)CC1	i
CCCCCC1C(=O)N2C=C(c3ccccc3)c3ccccc3N2C1=O (centres undefined)	i
COc1cccc(NC(=O)CN(C)C(=O)CCSc2ccc(C)cc2)c1	i
Cc1ccc(CSc2ccc(S(=O)(=O)N3CCCC3)cn2)cc1	i
Cc1cc(C)n2nc(SCC(=O)N3CCCC(C)C3)nc2n1 (centres undefined)	i
O=C(NCCC(=O)N1CCN(S(=O)(=O)c2ccc(F)cc2)CC1)Nc1ccccc1	i
CN(Cc1ccc(OC(F)F)cc1)C(=O)C1CCN(S(=O)(=O)c2ccc3c(c2)OCCO3)CC1	i
O=C(COC(=O)c1ccc2c(c1)OCO2)Nc1ccccc1OC(F)F	i
CN(CC(=O)Nc1ccc(Cl)c(C(F)(F)F)c1)C(=O)C1CC(=O)N(CCc2ccccc2)C1 (centres undefined)	i
NC(=O)c1ccc(NC(=O)COC(=O)CCC2CCCCC2)cc1	i
Clc1ccc(C=Cc2ccccn2)c(Cl)c1	i
CC(C)CN1C(=O)C(=O)N(CC(=O)c2ccc3c(c2)CCCC3)C1=O	i
COc1ccc(C2=CC(=O)C[C@H](c3ccc(F)cc3)C2)c(OC)c1	i
Cc1cc(Cl)c(C)c(S(=O)(=O)Oc2ccccc2NC(=O)CCC(=O)O)c1Cl	i
O=C(O)c1cccc2c1C(=O)c1ccc(-c3ccc(OC(F)(F)F)cc3)cc1S2(=O)=O	i
CCOC(=O)C(C)C(C)=O (centres undefined)	i
COc1ccccc1NS(=O)(=O)c1ccc(C(=O)NCc2ccco2)cc1	i
CCOC(=O)C1=C(C)NC(C)=C(C(=O)OCC)C1C(=O)OCC(=O)NCc1ccc(F)cc1	i
O=[N+]([O-])c1ccccc1Oc1ccc(S(=O)(=O)N2CCOCC2)cc1	i
Cc1cc(C(=O)Nc2ccc(Br)cn2)sc1C	i
O=C(COC(=O)c1ccc(Br)o1)NCc1ccc(Cl)cc1	i
Cc1nc(SC(C)C(=O)NC2CCCC2)c2ccccc2n1 (centres undefined)	-31*
CC12CC3OC3CC1CCC1C2CCC2(C)C1CCC21OCCO1 (centres undefined)	i
CC(NC(=O)COC(=O)/C=C/c1cccc(F)c1)c1ccccc1 (centres undefined)	i
Cc1cccc(C(=O)N[C@@H](C)C(=O)N2CCN(c3ncccn3)CC2)c1	i
CC(=NO)C1CCC2C3CCC4=CC(=NO)CCC4(C)C3C(=O)CC12C (centres undefined)	i
O=C1N(c2ccccc2C(F)(F)F)O[C@]1(c1ccccc1)C1CCCC1	i
COc1ccc(S(=O)(=O)N(C)C[C@H]2Oc3ccc(NS(=O)(=O)c4ccccc4)cc3C(=O)N([C@H](C)CO)C[C@@H]2C)cc1	i
COc1ccccc1Nc1cc(C)nc(Nc2ccccc2OC)n1	i
COc1ccc(C(=O)Nc2cccc(S(=O)(=O)N(C)C)c2)cc1S(=O)(=O)N1CCOCC1	i
CC(C)(C)OC(=O)N1CCC(C(=O)Nc2cccc(C(=O)N3CCOCC3)c2)CC1	i
C=CC[C@@H](CC(=O)N(CCO)Cc1ccccc1)C(=O)NCCOC(=O)[C@H](CC=C)CC(=O)OC(C)(C)C	i
Cc1cc(C(=O)OCC(=O)NCCc2ccc(S(N)(=O)=O)cc2)c2ccccc2n1	i
Fc1cccc(-c2ncc(-c3ccccc3)o2)c1	i
COc1ccc(NC(=O)CCNC(=O)c2ccc([N+](=O)[O-])cc2)cc1S(=O)(=O)N1CCOCC1	i
CC(C)(C)OC(=O)C[C@H]1C/C=C\C[C@H](CC(=O)NCCO)C(=O)N[C@@H](Cc2ccccc2)COC1=O	i
COc1ccc(S(=O)(=O)N2CCOCC2)cc1NC(=O)CCNC(=O)c1ccc(Cl)cc1	i
Cn1ccc2cc(-c3csc(N4CCC(C(N)=O)CC4)n3)ccc21	i
CC(SC(C)C(=O)NN=Cc1ccc(F)cc1)C(=O)NN=Cc1ccc(F)cc1 (centres undefined)	i
COc1ccc(C(=O)Nc2ccccc2-c2nnn(CC(N)=O)n2)cc1	i
Carrying on:
SMILES	TMEM16A act
COc1ccc(NC(=O)Nc2cccc3c2O[C@H](CN(C)C(=O)Nc2ccc(OC)cc2)[C@@H](C)CN([C@H](C)CO)C3=O)cc1	i
O=C(NCC(c1ccco1)N1CCCC1)c1ccc(-n2cccn2)cc1 (centres undefined)	i
Cn1cnnc1SCC(=O)Nc1ncc([N+](=O)[O-])s1	i
Cc1ccc(S(=O)(=O)NC[C@H]2O[C@@H](n3cnc4c(N)ncnc43)[C@H](O)[C@@H]2O)s1	i
CN(C)c1ccc(C(=O)OCc2cc(=O)n3ccsc3n2)cc1	i
Nc1nc(SCc2ccccc2)c2ncn(CCO)c2n1	i
COc1cc(C(C)=O)ccc1Oc1ccc(S(=O)(=O)N2CCOCC2)cn1	i
O=C(O)c1cccc2c1Cc1cc(Cl)ccc1-2	i
C[C@H](CO)N1C[C@H](C)[C@@H](CN(C)Cc2ccc(C(=O)O)cc2)Oc2c(NC(=O)C3CC3)cccc2C1=O	i
O=C(NC[C@@H]1CCCO1)c1cccc2c1C(=O)c1ccc(Cl)cc1S2(=O)=O	i
C=CCC[C@@H](Cc1ccc(F)cc1)C(=O)OC[C@@H](NC(=O)[C@H](CC=C)CC(=O)N(CCO)Cc1ccccc1)c1ccccc1	i
COCCN(C(=O)C1CC(=O)N(Cc2ccc(C)cc2)C1)c1c(N)n(CC(C)C)c(=O)[nH]c1=O (centres undefined)	i
CCOC(=O)[C@@H](C)N(Cc1ccc(OC)cc1)S(=O)(=O)N(Cc1ccccc1)[C@H](C(=O)OC)C(C)C	i
Cc1ccc(S(=O)(=O)N2CCCCC2)cc1NC(=O)c1ccc(Br)o1	i
CCOc1ccc2oc(C(=O)OCC(=O)NC3CCCCC3)c(C)c2c1	i
COc1ccc(S(=O)(=O)N2CCN(C(=O)/C=C/c3ccco3)CC2)cc1	i
O=C(CSc1nnnn1C1CC1)N1CCN(c2cccc(Cl)c2)CC1	i
CC1CCCC(C)N1C(=O)COC(=O)CCC(=O)c1cccs1 (centres undefined)	i
CCC(=O)N(c1nnc(SCC(=O)Nc2ccccc2Cl)s1)C1CC1	i
CC(=NO)C1CCC2C3CCC4=CC(=NO)CCC4(C)C3C(O)CC12C (centres undefined)	i
CN1C(=O)N(CC(=O)Nc2ccc(C(F)(F)F)cc2)C(=O)C12CCCCC2	i
COc1ccc(S(=O)(=O)N2CCN(C(=O)c3cc4c(s3)CCCC4)CC2)cc1	-34*
CN(C)S(=O)(=O)c1ccc(N2CCCC2)c(C(=O)Nc2nccs2)c1	i
CC(Oc1cccc(Cl)c1)C(=O)N1CCN(c2ncccn2)CC1 (centres undefined)	i
C[C@H](CO)N1C[C@H](C)[C@H](CN(C)C(=O)Nc2cccc3ccccc23)Oc2c(NC(=O)c3ccc(-c4nccs4)cc3)cccc2C1=O	i
O=P1(NC2CCCC2)OCC2(CO1)COP(=O)(NC1CCCC1)OC2 (centres undefined)	i
CCOc1ccc(NC(=O)c2ccccc2NC(=O)CNC2CCCC(C)C2C)cc1 (centres undefined)	i
Cc1cc(C)c(S(=O)(=O)N2CCN(C(=O)c3cc4ccccc4oc3=O)CC2)c(C)c1	i
O=C(Nc1cccc(S(=O)(=O)N2CCOCC2)c1)C1COc2ccccc2O1 (centres undefined)	i
CC(=O)C1(C)C(=O)N(c2ccc(C)cc2)C(=O)N1c1ccc(C)cc1 (centres undefined)	i
COc1cc(NC(=O)CCCn2c(=O)oc3ccccc32)cc(OC)c1	i
COc1ccc(NC(=O)N(C)C[C@H]2Oc3c(NC(=O)NC(C)C)cccc3C(=O)N([C@H](C)CO)C[C@@H]2C)cc1	i
CCCNC(=O)C(Cc1ccccc1F)NC(=O)c1ccc(C#N)cc1 (centres undefined)	i
CCCNC(=O)C(Cc1ccc(F)cc1)NC(=O)c1ccc(C#N)cc1 (centres undefined)	i
O=C(c1ccc(F)cc1)N1CCC(C(=O)N2CCN(c3ncccn3)CC2)CC1	i
O=C(O)c1cccc(S(=O)(=O)Nc2ccc(N3CCCCC3)cc2)c1	i
CC1CCCCC1NC(=O)COC(=O)c1ccc([N+](=O)[O-])o1 (centres undefined)	i
COc1cccc(/C=C/C(=O)OCC(=O)c2c(N)n(C)c(=O)n(C)c2=O)c1	i
C=CCOc1ccc(CN(C)C(=O)c2ccc(CNS(=O)(=O)c3ccc(C)c(C)c3)cc2)cc1	i
c1ccc(CCc2cc3ccccc3[nH]2)cc1	i
O=C(COC(=O)Cc1c(F)cccc1Cl)NNC(=O)c1ccccc1	i
CC(O)CO (centres undefined)	i
C=CC[C@@H](CC(=O)NCCO)C(=O)NC[C@@H](OC(=O)[C@H](CC=C)CC(=O)OC(C)(C)C)c1ccccc1	i
Cc1ccc(S(=O)(=O)N2CCOCC2)cc1NC(=O)COC(=O)Cc1ccc(Cl)cc1	i
COc1cc(/C=C/C(=O)O)cc(S(=O)(=O)NNC(=O)c2cc(C)oc2C)c1OC	i
O=C(CCCOC(=O)c1ccc(O)cc1)c1ccccc1	i
COc1ccc(NC(=O)CN(C)CC(=O)NCCc2ccc(F)cc2)cc1	i
CCOc1ccc(C(=O)O[C@H]2[C@H](Cc3ccccc3)NS(=O)(=O)[C@H]3C[C@@H]4C=C[C@]23O4)cc1	i
O=C(NOCc1ccccc1)c1ccc(Cl)cc1Cl	i
CC1(C)CC2CC(C)(CN2S(=O)(=O)c2ccc(F)cc2F)C1 (centres undefined)	i
Cc1noc(C)c1C(=O)Nc1nc(-c2cc(F)ccc2F)cs1	i
O=C(c1ccc(-c2ccc([N+](=O)[O-])cc2)o1)N1CCN(S(=O)(=O)c2cccs2)CC1	i
ON=C1CCCCCCCC1	i
CSc1nc(N)nc2c1ncn2C1OC(CO)C(O)C1O (centres undefined)	i
O=C1[C@H](Cc2ccccc2)NCCCC[C@@H](c2ccco2)N1Cc1ccccc1	i
CC1(c2cccc(Br)c2)NC(=O)N(CC(=O)N2CCc3ccccc32)C1=O (centres undefined)	i
CN1CCN(C2=C(Cl)C(=O)c3ccccc3C2=O)CC1	i
O=C1OCCN1c1ccccc1	i
Cc1cc(Cl)cc(C)c1OCC(=O)N1CCN(c2ncccn2)CC1	i
Cc1nn(CC(=O)Nc2cc(S(=O)(=O)N3CCOCC3)ccc2Cl)c(C)c1[N+](=O)[O-]	i
CCN(c1ccccc1)S(=O)(=O)c1ccc(C(=O)NCC2(N(C)C)CCCCC2)cc1	i

Part of the list above, as a markdown table:
| SMILES | TMEM16A act |
| --- | --- |
| CC(O)CO (centres undefined) | i |
| C=CC[C@@H](CC(=O)NCCO)C(=O)NC[C@@H](OC(=O)[C@H](CC=C)CC(=O)OC(C)(C)C)c1ccccc1 | i |
| Cc1ccc(S(=O)(=O)N2CCOCC2)cc1NC(=O)COC(=O)Cc1ccc(Cl)cc1 | i |
| COc1cc(/C=C/C(=O)O)cc(S(=O)(=O)NNC(=O)c2cc(C)oc2C)c1OC | i |
| O=C(CCCOC(=O)c1ccc(O)cc1)c1ccccc1 | i |
| COc1ccc(NC(=O)CN(C)CC(=O)NCCc2ccc(F)cc2)cc1 | i |
| CCOc1ccc(C(=O)O[C@H]2[C@H](Cc3ccccc3)NS(=O)(=O)[C@H]3C[C@@H]4C=C[C@]23O4)cc1 | i |
| O=C(NOCc1ccccc1)c1ccc(Cl)cc1Cl | i |
| CC1(C)CC2CC(C)(CN2S(=O)(=O)c2ccc(F)cc2F)C1 (centres undefined) | i |
| Cc1noc(C)c1C(=O)Nc1nc(-c2cc(F)ccc2F)cs1 | i |
| O=C(c1ccc(-c2ccc([N+](=O)[O-])cc2)o1)N1CCN(S(=O)(=O)c2cccs2)CC1 | i |
| ON=C1CCCCCCCC1 | i |
| CSc1nc(N)nc2c1ncn2C1OC(CO)C(O)C1O (centres undefined) | i |
| O=C1[C@H](Cc2ccccc2)NCCCC[C@@H](c2ccco2)N1Cc1ccccc1 | i |
| CC1(c2cccc(Br)c2)NC(=O)N(CC(=O)N2CCc3ccccc32)C1=O (centres undefined) | i |
| CN1CCN(C2=C(Cl)C(=O)c3ccccc3C2=O)CC1 | i |
| O=C1OCCN1c1ccccc1 | i |

Assay outcomes (PubChem)
